N370S GC mod: inhibitors or activators of N370S glucocerebrosidase for Gaucher disease | P04062 | N370S GC spleen homogenate, 4MU-glucoside fluorescence | Potency, µM (doses to about 59.4 µM), without a hit: top-dose activity change, negative = inhibition, hits mostly inhibitors | actives 0.092% (n = 330,000);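 further: 0% = full enzyme activity and -100% = no enzyme basal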
GCN5L2 inh: GCN5L2 (KAT2A) acetyltransferase inhibition; Q92830; GCN5L2 HAT assay, ThioGlo1 CoA-SH fluorescence; Potency, µM (top dose mostly 58.9 µM), for inactives: at the top dose activity change, negative = inhibition, usual class: inhibitors; actives 0.21% (n = 390,000); AID 504327
Target sequence (Q92830 whole entry, looked up): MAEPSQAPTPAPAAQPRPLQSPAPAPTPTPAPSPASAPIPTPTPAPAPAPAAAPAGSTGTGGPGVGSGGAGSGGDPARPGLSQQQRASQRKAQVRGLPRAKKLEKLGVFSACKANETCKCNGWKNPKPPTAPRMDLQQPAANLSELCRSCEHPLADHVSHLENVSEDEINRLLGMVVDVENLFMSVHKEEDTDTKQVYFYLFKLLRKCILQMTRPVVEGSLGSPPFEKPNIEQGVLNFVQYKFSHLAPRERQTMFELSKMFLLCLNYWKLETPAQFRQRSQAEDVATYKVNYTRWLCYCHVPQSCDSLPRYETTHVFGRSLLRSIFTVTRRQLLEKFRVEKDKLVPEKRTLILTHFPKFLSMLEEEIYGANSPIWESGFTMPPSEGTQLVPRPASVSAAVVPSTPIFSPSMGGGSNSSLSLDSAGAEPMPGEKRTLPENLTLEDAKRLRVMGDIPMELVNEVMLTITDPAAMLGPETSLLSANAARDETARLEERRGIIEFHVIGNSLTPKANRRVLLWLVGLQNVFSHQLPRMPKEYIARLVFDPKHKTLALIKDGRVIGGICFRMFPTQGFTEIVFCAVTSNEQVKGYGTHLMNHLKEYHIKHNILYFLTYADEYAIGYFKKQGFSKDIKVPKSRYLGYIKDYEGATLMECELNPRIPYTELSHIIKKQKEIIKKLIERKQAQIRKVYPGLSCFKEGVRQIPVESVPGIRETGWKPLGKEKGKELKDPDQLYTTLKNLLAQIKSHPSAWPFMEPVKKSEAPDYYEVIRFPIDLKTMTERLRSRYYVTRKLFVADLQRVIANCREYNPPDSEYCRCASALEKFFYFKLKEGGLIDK
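Fluorescence readout, Ex340nm/Em540nm: ThioGlo1 (50uM final) reacts with free CoA thiol released as 20nM GCN5L2 acetylates H3(1-25) peptide (75uM) using acetyl-CoA (70uM). Compound and enzyme sat 15 min beforehand; 20 min room-temperature reaction.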
FEN1 inhibitor: inhibitors of human flap endonuclease 1; P39748; Recombinant FEN1 flap cleavage, fluorescence, 15 min; Potency, µM (doses to about 114 µM), for inactives: top-dose activity change, negative = inhibition, actives largely listed as inhibitors; actives 0.35% (n = 390,000); AID 588795; further: nearly all actives have a fitted effect of over 65% in size
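Compounds are tested as a concentration series against 10 nM FEN1; after a 15 min room-temperature preincubation, 50 nM substrate starts cleavage, with plate reads at 0 and 15 min. Normalized responses are fitted by a Hill equation.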
Starred values were filed as active, the others as inactive; u = inconclusive; x = not tested or not shown; & = joins results of further samples; [ ] = dose if it differs, or a comment. The call rests on the fitted dose curve; in most records, active means well fitted curve in the direction sought with a large enough effect; inconclusive means small, poorly fitted or top-dose-only effect, or another doubt; inactive means no such curve, though single readings can be large; an effect the other way counts as inactive or inconclusive. Unless noted, on the % scale 0 is the no-effect control and ±100 the full control effect; potency means the concentration at half of the fitted maximal effect.

entry | Structure | N370S GC mod | GCN5L2 inh | FEN1 inhibitor
1 | O=C(Cc1ccc(S(=O)(=O)N2CCOCC2)s1)NCC(=O)Nc1ccccc1Br | 0.5% | u | 8.3%
2 | CC(=O)c1sc(Nc2nc3cc4c(cc3s2)OCO4)nc1C | -12.3% | -10.7% | -23.6%
3 | COc1ccc(/C=N/Nc2nccnc2Cl)c(OC)c1 | -6.0% | -10.6% | -7.3%
4 | Cc1cc(C)n(C(=O)CSc2nc3ccccc3o2)n1 | 4.2% | -7.3% | 5.5%
5 | Cc1ccccc1NC(=S)N1CCC(NC(=O)c2ccco2)CC1 | -2.0% | -12.1% | -13.1%
6 | NC(=O)C(c1ccc(Br)cc1)c1ccc(C(=O)c2ccccc2)cc1 (stereo not drawn) | -7.8% | 9.2% | -23.0%
7 | Cc1cc(-c2ccccc2)n2nc(-c3ccccc3)cc2n1 | x | -4.0% | -23.2%
8 | Cc1cc(NC(=O)C2CCN(S(=O)(=O)c3cccs3)CC2)no1 | 2.4% | -5.0% | 4.9%
9 | O=C(COc1ccccc1F)Nc1ccc(N2CCOCC2)cc1N1CCOCC1 | -3.6% | -8.3% | -0.1%
10 | O=C(COc1cccc2cccnc12)N1CCc2ccccc2C1 | 13.6% | -23.0% | 1.0%
11 | O=C(O)c1cccc2c(-c3ccccc3)c(-c3ccccc3)[nH]c12 | -1.6% | -0.4% | u
12 | CCOC(=O)c1c(NC(=O)c2cc(-c3ccc(Cl)s3)nc3ccccc23)sc(C(N)=O)c1C | 1.8% | 34.4%[activator] | -1.7%
13 | Cc1cc(C)c(Cn2c3ccccc3c3cnn(CC(=O)NCCCc4ccccc4)c(=O)c32)c(C)c1 | x | -0.4% | 8.1%
14 | CC1(C)CC(=O)C(C=NCCC2=CCCCC2)=C(O)C1 | 2.2% | -2.9% | -11.0%
15 | Cc1ccc(S(=O)(=O)N2CCCCC2)cc1NC(=O)CNCc1ccco1 | -1.0% | -17.5% | 14.7%
16 | Cc1cc(C)cc(-n2ccnc2SCC(=O)c2c(N)n(C3CC3)c(=O)[nH]c2=O)c1 | x | 4.2% | -0.7%

Fetched by compound from the list above (6):
entry | Structure | N370S GC mod | GCN5L2 inh | FEN1 inhibitor
11 | O=C(O)c1cccc2c(-c3ccccc3)c(-c3ccccc3)[nH]c12 | -1.6% | -0.4% | u
12 | CCOC(=O)c1c(NC(=O)c2cc(-c3ccc(Cl)s3)nc3ccccc23)sc(C(N)=O)c1C | 1.8% | 34.4%[activator] | -1.7%
14 | CC1(C)CC(=O)C(C=NCCC2=CCCCC2)=C(O)C1 | 2.2% | -2.9% | -11.0%
10 | O=C(COc1cccc2cccnc12)N1CCc2ccccc2C1 | 13.6% | -23.0% | 1.0%
15 | Cc1ccc(S(=O)(=O)N2CCCCC2)cc1NC(=O)CNCc1ccco1 | -1.0% | -17.5% | 14.7%
16 | Cc1cc(C)cc(-n2ccnc2SCC(=O)c2c(N)n(C3CC3)c(=O)[nH]c2=O)c1 | x | 4.2% | -0.7%

Next records follow.
entry | Structure | N370S GC mod | GCN5L2 inh | FEN1 inhibitor
17 | CC1=C(C(=O)Nc2ccccc2C)C(c2cccs2)n2nc(SCc3ccccc3)nc2N1 (stereo not drawn) | x | 2.9% | -4.7%
18 | CCOc1ccc(C2CC(c3ccc(CC)cc3)n3nc(N)nc3N2)cc1 (stereo not drawn) | -5.5% | -5.3% | 13.6%
19 | CCCS(=O)(=O)Nc1cc(C(F)(F)F)ccc1OCCOC | 1.4% | 2.3% | -18.1%
20 | Cc1oc2c(CN3CCOCC3)c(O)ccc2c(=O)c1-c1ccc(Cl)cc1 | -6.2% | -4.1% | -5.0%
21 | O=C(NCc1ccc(F)cc1)c1c(O)nc2ccccn2c1=O | x | -1.7% | 3.4%
22 | O=C(N[C@H]1C/C=C\C[C@@H](CC(=O)N(CCO)Cc2ccccc2)C(=O)N[C@H](Cc2c[nH]c3ccccc23)COC1=O)OCC1c2ccccc2-c2ccccc21 | x | 0.2% | -15.4%
23 | CCOC(=O)C1=C(CBr)NC(=O)NC1C (stereo not drawn) | -2.5% | -1.1% | 1.5%
24 | O=C(Nc1ccc2nc(-c3cccnc3)[nH]c2c1)C1CCCCC1 | -15.5% | 1.4% | 10.3%
25 | COc1ccc(NC(=O)Cn2c(=O)n(-c3ccc(CC(=O)NCC4CCCO4)cc3)c(=O)c3ccccc32)c(OC)c1 (stereo not drawn) | x | 1.2% | -4.9%
26 | COc1cc2c(cc1OC)[C@@H](NC(=O)COc1ccccc1)[C@H](OCc1ccccc1)C2 | x | -11.0% | -8.6%
27 | CC(=O)OCC1=C[C@H]2[C@@H]3C(C)(C)[C@]3(OC(C)=O)C[C@@H](C)[C@]2(O)[C@@H]2C=C(C)C(=O)[C@@]2(O)C1 | -4.1% | 2.3% | x
28 | O=c1c2ccccc2oc2cc(NCCCN3CCOCC3)ccc12 | u | -24.5% | -21.8%
29 | CC(C)C(=O)Nc1nc2cc3c(cc2s1)OCCO3 | 4.0% | -9.6% | -15.6%
30 | O=C(Nc1cccc([N+](=O)[O-])c1)N1CCCCCC1 | -0.9% | -1.6% | 20.1%
31 | CS(=O)(=O)Nc1c(O)ccc2c1CCCC2C1=NCCN1 (stereo not drawn) | -1.0% | 15.9% | x
32 | CCOC(=O)c1ccc(NC(=O)NNC(=O)CCc2ccc(OC)cc2)cc1 | -24.0% | -2.1% | -10.8%
33 | CC(C)Oc1nnnn1-c1ccccc1 | -0.2% | 0.8% | -5.0%
34 | CCCN(Cc1ccccc1)C(=S)Nc1ccc(F)cc1 | -1.2% | -3.4% | -18.1%
35 | CCc1nn(CCCC(=O)N2CCN(c3cc(Cl)ccc3C)CC2)c(=O)c2cc3occc3n12 | x | -4.3% | -22.2%
36 | CC(=O)c1ccc(N2CCN(C(=O)Nc3ccc(Cl)cc3)CC2)cc1 | 1.0% | -8.5% | -8.4%
37 | CSc1ncccc1C(=O)OCC(=O)Nc1ccc2c(c1)OCO2 | -3.7% | -3.2% | 1.3%
38 | CCOc1ccc(C2OC(=O)Cc3cc(OC)c(OC)cc32)cc1 (stereo not drawn) | -13.6% | -1.6% | -3.8%
39 | CCOC(=O)CSc1nc2sccc2c(=O)[nH]1 | x | -5.2% | 11.0%
40 | CC(C)C1C(c2ccccc2)N(C)C(c2ccccc2)CC1(O)c1ccccc1 (stereo not drawn) | -4.6% | -5.5% | 3.5%

(continued)
Screens in order: N370S GC mod	GCN5L2 inh	FEN1 inhibitor
41) NC(=O)CC[C@H](NC(=O)c1ccc(Cl)cc1)C(=O)NNC(=O)COc1cccc(Br)c1
    x	-3.5%	-17.5%
42) COc1ccc(Cl)cc1NC(=S)NCCc1ccc(S(N)(=O)=O)cc1
    3.5%	-3.2%	-2.6%
43) Cc1noc(C)c1S(=O)(=O)NCC(=O)O
    -2.5%	-14.7%	2.1%
44) CNC(=O)N(O)C1N(/N=C/c2ccccc2F)C(=S)SC1(C)C (stereo not drawn)
    9.7%	0.8%	1.0%
45) C/C(=C\C(=S)Nc1ccccc1)Nc1ccccc1
    2.3%	-1.0%	-3.0%
46) CN1CCCN(C(=O)CNC(=O)Cc2ccccc2)CC1
    1.7%	-5.7%	3.3%
47) O=C(NCCCN1CCCC1=O)c1ccc(CNS(=O)(=O)c2ccc(F)cc2)cc1
    -0.6%	-1.8%	-1.9%
48) CCO[C@@H]1OC(C(=O)NC2CC2)=C[C@H](c2ccc3c(c2)OCO3)[C@H]1CCCO
    -3.7%	-3.3%	-5.5%
49) CCOc1ccc(N(CC(=O)NC2CCCCC2)S(=O)(=O)c2ccccc2)cc1
    2.4%	0.2%	-4.4%
50) N#CC1(c2ccc(NC(=O)c3ccccc3)cc2)CCCC1
    4.5%	-10.8%	x
51) O=C(CCS(=O)(=O)c1ccccc1)Nc1ncc([N+](=O)[O-])s1
    -16.8%	-4.1%	7.8%
52) COc1ccc(OC)c(/C=N/NC(=O)Cc2nc3ccccc3[nH]2)c1
    29.5%	-7.8%	-10.3%
53) COc1ccc([N+](=O)[O-])c(S(=O)(=O)c2ccccc2)n1
    6.9%	-1.9%	1.8%
54) COc1ccccc1/C=C/C=C1\Oc2c(ccc(O)c2CN2CCN(CCO)CC2)C1=O
    u	-15.4%	u
55) Cc1cc(C)c(NC(=O)Cn2cc(S(=O)(=O)Cc3ccccc3F)c3ccccc32)c(C)c1
    x	-17.9%	1.6%
56) Cc1c(N2C(=O)CSC2c2ccc(F)cc2)c(=O)n(-c2ccccc2)n1C (stereo not drawn)
    -1.8%	0.7%	-3.1%
57) CC(C)c1cnc(NC(=O)Cc2ccccc2)s1
    21.3%	-7.7%	x
58) CCC/C=C(\CCC)C(NS(=O)(=O)c1cccc2cccnc12)c1ccc(C(=O)OC)cc1 (stereo not drawn)
    17.2%&9.7%	-15.0%	-10.1%
59) O=C(O)c1cccc(N/N=C/c2cc(Br)cc(Br)c2O)c1
    -17.6%	-9.9%	u
60) CCC(C)N(C(=O)COC(=O)C1CCN(S(=O)(=O)c2ccc(C)c(C)c2)CC1)C1CCS(=O)(=O)C1 (stereo not drawn)
    -3.5%	0.4%	-3.7%
61) CCN(C(=O)c1cc(S(=O)(=O)N2CCOCC2)cn1C)c1cccc(C)c1
    0.4%	0.6%	-16.5%
62) Cc1ncsc1CCSc1nc2ccccc2c(=O)n1C
    8.4%	u	-3.8%
63) COc1cc2c(-c3ccccc3O)nc3c(c(C)nn3-c3ccccc3)c2cc1OC
    -3.5%	-13.7%&-0.3%	-6.1%&-7.6%
64) Cc1ccc(-c2nc3ncccc3o2)cc1NC(=O)C(C)C
    -7.0%	-7.4%	2.9%
65) Oc1c(Cl)cc(Cl)cc1C(C#Cc1ccccc1)N1CCOCC1 (stereo not drawn)
    8.6%	-14.2%	-6.3%
66) CCOc1ccc(NC(=O)CSc2nc3ccsc3c(=O)n2CCC(=O)O)cc1
    12.2%	-0.7%	-2.8%
67) Cc1cccc(NC(=O)Cn2c(=O)n(CCc3c[nH]c4ccccc34)c(=O)c3cccnc32)c1
    u	-4.0%	x
68) Cc1cc(=O)oc(C)c1C(=O)NC1CCCCCCC1
    12.9%	-18.4%	-0.5%
69) CSc1nc(NC(C)C)nc(N2CCOCC2)n1
    1.5%	1.3%	-0.6%
70) O=C(Cn1nnc(-c2ccccc2NC(=O)c2ccco2)n1)Nc1ccccc1
    2.9%	-6.2%	-7.5%
71) Cc1cccc(NC(=O)CN2CCN(C(=O)c3cccc(-n4cnnn4)c3)CC2)c1C
    x	2.4%	4.7%
72) O=C(Nc1ccc2nc(SCC(=O)N3CCCc4ccccc43)sc2c1)c1ccccc1F
    x	-5.8%	11.4%
73) CCOc1ccc2nc(NC(=O)C(CC)Sc3nc(C)cc(=O)[nH]3)sc2c1 (stereo not drawn)
    14.3%	-3.3%	-0.6%
74) Cc1ccc(CSCC(=O)Nc2ccc3c(c2)OCO3)cc1
    17.3%	-6.8%	-19.1%
75) Cc1csc(NC(=O)CSc2nc(C(C)C)nc3ccccc23)n1
    -4.7%	-8.3%	-7.4%
76) CCN(CC)CCCNC(=O)CSc1nc(C)cc(C)n1
    -1.3%	-2.9%	2.7%
77) CSc1ncccc1C(=O)NC1CC(C)(C)Cc2c1cnn2-c1ccccc1C (stereo not drawn)
    -7.4%	u	4.0%
78) Cc1cc(C(=O)CSc2nnnn2-c2ccccc2)c(C)n1CCc1ccccc1
    2.2%	-4.3%	-7.3%
79) CC1=C(C#N)C(C(F)(F)F)(C(F)(F)F)N=C(c2ccco2)N1
    u	-5.0%	-16.9%
80) Cc1nn(-c2ccc(F)cc2F)c(=O)c2noc(C)c12
    -3.1%	1.6%	-5.1%
81) O=C(COC(=O)c1cc(S(=O)(=O)N2CCOCC2)ccc1Cl)NCc1ccccc1
    x	-1.4%	-4.7%
82) CC#C[C@@H](CC)c1ccc2ccn(C)c2c1
    x	-11.8%	17.0%
83) CC(C)(CNC(=O)c1ccc(S(=O)(=O)Nc2ccccc2F)cc1)N1CCOCC1
    -2.8%	-23.6%	-15.6%
84) O=C(O)CCn1[nH]c(=O)ccc1=O
    0.4%	-3.0%	-11.0%
85) Cc1ccc(NNC(=O)c2cc(C(C)(C)C)nn2Cc2ccccc2)cc1
    7.9%	-17.2%	-7.5%
86) CCCCNC(=O)N(C)c1nc2ccccc2s1
    9.2%	4.0%	2.1%
87) COc1ccc(CCNC(=O)CN2CCN(c3cccc(C(F)(F)F)c3)CC2)cc1
    -3.6%	2.3%	-18.0%
88) CC(C)N(C(=O)Cn1c(=O)oc2ccccc21)c1ccccc1
    -4.3%	-19.7%	17.1%
89) C/C(CC(=O)Nc1ccc(C)cc1C)=N\NC(=O)C(C)C
    -6.6%	-3.4%	-10.2%
90) CN(C)n1cccc1/C=C(\C#N)S(=O)(=O)c1cccc(Cl)c1
    -5.1%	-5.7%	-23.3%
91) Cc1ccc(Cl)c2c1N[C@@H](c1ccc(C(=O)O)cc1)[C@H]1CC=C[C@@H]21
    x	-6.7%	-34.1%
92) c1ccc2nc3c(nc2c1)OCC1CCCCN31 (stereo not drawn)
    u	-15.6%	-13.4%
93) COc1ccc([N+](=O)[O-])cc1NC(=O)Cc1ccc(Cl)cc1
    4.2%	-0.3%	-12.5%
94) Cc1sc2ncn(CC(=O)N3CCN(c4ccccc4)CC3)c(=O)c2c1S(=O)(=O)N1CCC(C)CC1
    x	-1.5%	2.3%
